Assay outcomes from PubChem.
NPC1 promoter act = activators of NPC1 promoter; Potency, µM (doses to about 9.22 µM), without a hit: at the top dose activation, hits mostly activators; actives 2.4% (n = 320,000); Huh7 NPC1 promoter luciferase reporter, 24 h; AID 485313;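 further: potency means the concentration at half of the fitted maximal effect; % of control where 0% means no effect; nearly all actives have a fitted effect of over 60% in size; reporter is driven by a mutant NPC1 promoter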
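Compounds in DMSO were transferred onto Huh7 NPC1-luciferase reporter cells pre-incubated 2 h; after 24 h at 37 °C, Amplite reagent was dispensed and luminescence recorded 10 min later.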
ELG1 genotox = induces genotoxicity in HEK293T cells with luciferase-tagged ELG1. HEK293T ELG1-luciferase reporter, luminescence, 16 h. Potency, µM (doses to about 46 µM), for inactives: top-dose activity change, positive = activation, most hits filed as activators. actives 1.3% (n = 330,000). AID 504466; further: potency means the concentration at half of the fitted maximal effect; % of control where 0% means no effect; nearly all actives have a fitted effect of over 60% in size
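Step 1: seed 2,000 HEK293T ELG1-luciferase cells per well. Step 2: add compound or DMSO, incubate 16 hr at 37 °C. Step 3: ONE-Glo, 30 min at room temperature, read luminescence.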
Giardia kill = Giardia lamblia killing | AID 540267 | actives 0.15% (n = 340,000) | Giardia lamblia trophozoite viability | activity change, % at 7.66 µM, hits read low; in the data active means activity change below about -80%; inconclusive means between about -30% and that limit;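 further: parasites exposed to compound for two days anaerobically before the ATP read; on the % scale 0 is the no-effect control and ±100 the full control effect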
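Anaerobic 48 hrs incubation at 37 deg C of 100 trophozoites/well with test compounds; ATPLite 1-Step luminescence, 15-30 min RT, reports cellular ATP as viability.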
uPA generation = blocks generation of uPA at the cell surface; actives 0.31% (n = 330,000); AID 540303; cell surface uPA generation assay, qHTS; Potency, µM (series often up to 38.3 µM), for inactives: top-dose activity change, negative = inhibition, most hits filed as inhibitors; active means well fitted inhibition curve with a large enough effect; inconclusive means small, poorly fitted or top-dose-only effect; inactive means no such curve, though single readings can be large or run the other way; tested in mouse RAW 264.7 cells; further: potency means the concentration at half of the fitted maximal effect; on the % scale 0 is the no-effect control and ±100 the full control effect; nearly all actives have a fitted effect of over 55% in size
KCNH2 3.1 inh = KCNH2 3.1 (human) potassium channel inhibition; U2OS KCNH2 3.1, thallium flux FluxOr; active compounds read low; activity change, % (tested at about 1.8 µM); actives 0.95% (n = 340,000); AID 720553;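 active means maximum activity change below -70%; inconclusive means maximum activity change from -70% to -50%; inactive means maximum activity change above -50%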;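 further: thallium influx rate constant from kinetic fluorescence after stimulation buffer; on the % scale 0 is the no-effect control and ±100 the full control effect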
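Normalized rate constant (relative to positive and negative DMSO controls) derived from a 2 min kinetic fluorescence read after stimulation; U2OS cells expressing the 3.1 isoform via virus at 1.77 x 10^8 /mL.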
Rab9 prom act = activators of Rab9 promoter. Potency, µM (titrated, usually from 9.22 µM), for the others: at the highest dose activation, negative = inhibition, actives largely listed as activators. actives 2.8% (n = 320,000). Huh7 Rab9 promoter-luciferase reporter, luminescence, 24 h. AID 485297; further: potency means the concentration at half of the fitted maximal effect; % of control where 0% means no effect; nearly all actives have a fitted effect of over 60% in size
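Quantitative HTS format; Huh7 Rab9-luciferase reporter cells (1500/well) receive compound 2 h post-plating, incubate 24 h at 37 °C, then get luciferase reagent for 10 min before luminescence reading.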
Coupling enz = inhibits coupling enzyme system, counter-screen for aldolase hits; coupling enzyme system counterscreen, AmpLite Red fluorescence; activity change, negative = inhibition, % at 58.2 µM, hits read low; actives 0.67% (n = 290,000); AID 2472; in the data active means activity change below about -30%; further: on the % scale 0 is the no-effect control and ±100 the full control effect
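Activity here indicates interference with the coupling reaction, not aldolase inhibition. Compounds at 57.5 uM final met coupling enzymes for 10 min at RT; substrate and AmpLite Red detection followed, with a 525/598 nm fluorescence read after 20 min.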
Tb PFK inh = T. brucei PFK enzyme inhibition; T. brucei PFK, ADP-Glo luminescence; Potency, µM (highest dose often 57.5 µM), for the others: top-dose activity, negative = inhibition, most hits filed as inhibitors; actives 0.17% (n = 330,000);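 further: potency means the concentration at half of the fitted maximal effect; 0% = uninhibited 1x PFK enzyme wells and -100% = no-enzyme wells; nearly all actives have a fitted effect of over 60% in size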
Target sequence (O15648 whole entry, looked up): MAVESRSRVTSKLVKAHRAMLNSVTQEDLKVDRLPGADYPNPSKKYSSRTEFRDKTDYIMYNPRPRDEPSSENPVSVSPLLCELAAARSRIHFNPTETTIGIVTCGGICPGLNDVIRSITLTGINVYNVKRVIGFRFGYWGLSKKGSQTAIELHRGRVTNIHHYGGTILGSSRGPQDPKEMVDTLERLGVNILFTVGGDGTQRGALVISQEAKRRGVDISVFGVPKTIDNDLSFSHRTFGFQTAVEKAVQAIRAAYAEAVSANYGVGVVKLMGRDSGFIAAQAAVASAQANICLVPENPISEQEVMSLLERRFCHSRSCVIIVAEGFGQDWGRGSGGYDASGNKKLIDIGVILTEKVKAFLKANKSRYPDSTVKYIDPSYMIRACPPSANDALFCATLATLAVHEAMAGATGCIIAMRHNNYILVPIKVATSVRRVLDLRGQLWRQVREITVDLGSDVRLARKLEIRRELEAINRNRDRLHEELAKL
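1.25 nM PFK with 0.5 mM F6P and 0.1 mM ATP in 0.1 M TEA pH 8.0, 5 mM MgCl2, incubated 45 min at room temperature; ADP measured by ADP-Glo luminescence; compounds titrated up to 57 uM.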
Gal4-VP16 FLuc = counter-screen for ROR gamma inhibitors: Gal4-VP16 reporter; actives 3.5% (n = 310,000); Potency, µM (titrated, usually from 53.6 µM), for the others: top-dose activity, negative = inhibition, usual class: inhibitors; Drosophila S2 Gal4-VP16 UAS-luciferase, luminescence, 20 h; AID 2546;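 further: Gal4-VP16 expression switched on by copper sulfate through the metallothionein promoter; potency means the concentration at half of the fitted maximal effect; on the % scale 0 is the no-effect control and ±100 the full control effect; nearly all actives have a fitted effect of over 50% in size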
FLuc modulator = inhibits or activates purified firefly luciferase, miR-21 counter-screen; Potency, µM (titrated, usually from 57.5 µM), for inactives: top-dose activity change, negative = inhibition, hits mostly inhibitors; actives 6.9% (n = 360,000); purified FLuc, Km substrates, luminescence inhibition; AID 588342; P08659;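 further: potency means the concentration at half of the fitted maximal effect; plate controls were vehicle for no effect and reference inhibitor for full effect; nearly all actives have a fitted effect of over 55% in size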
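Purified P. pyralis luciferase (10nM final) with 10uM D-luciferin and 10uM ATP (Km levels) in 50mM Tris acetate pH 7.5, 10mM Mg acetate, 0.01% Tween-20, 0.05% BSA; qHTS 6-point titration, ~60 µM downward; luminescence read.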
RORgamma inh = ROR gamma (mouse) transcription inhibition; Drosophila S2 Gal4-RORgamma UAS-luciferase reporter, 20 h; Potency, µM (series often up to 53.6 µM), for inactives: at the highest dose activity change, negative = inhibition, usual class: inhibitors; actives 5.4% (n = 310,000); AID 2551; further: potency means the concentration at half of the fitted maximal effect; on the % scale 0 is the no-effect control and ±100 the full control effect; nearly all actives have a fitted effect of over 60% in size
Target sequence (P51450 whole entry, looked up, the tested form may be a part): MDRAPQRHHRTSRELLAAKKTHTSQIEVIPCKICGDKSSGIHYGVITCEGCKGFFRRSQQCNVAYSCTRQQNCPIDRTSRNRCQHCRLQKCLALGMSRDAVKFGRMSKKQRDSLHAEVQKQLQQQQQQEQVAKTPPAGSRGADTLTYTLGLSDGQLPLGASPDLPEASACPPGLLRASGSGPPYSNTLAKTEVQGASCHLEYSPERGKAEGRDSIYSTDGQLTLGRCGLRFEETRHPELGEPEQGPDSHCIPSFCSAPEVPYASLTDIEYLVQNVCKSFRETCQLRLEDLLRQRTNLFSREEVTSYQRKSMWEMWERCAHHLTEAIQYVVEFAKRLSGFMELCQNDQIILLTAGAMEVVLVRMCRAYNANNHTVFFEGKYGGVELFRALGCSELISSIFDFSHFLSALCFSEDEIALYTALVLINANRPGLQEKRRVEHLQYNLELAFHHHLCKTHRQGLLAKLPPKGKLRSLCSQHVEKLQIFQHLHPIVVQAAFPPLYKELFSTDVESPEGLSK
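Read-out: Photinus luciferase luminescence; inhibitors lower reporter signal. Insect Schneider cells with Gal4-ROR gamma fusion under metallothionein promoter, UAS reporter; 700 uM final copper sulfate induction, 20 hr, ambient temperature.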
An asterisk follows results filed as active; u = inconclusive; x = no result given; [ ] = dose if it differs, or a comment. Unless noted, the call rests on the fitted dose curve; in most records, active means well fitted curve in the direction sought with a large enough effect; inconclusive means small, poorly fitted or top-dose-only effect, or another doubt; inactive means no such curve, though single readings can be large; an effect the other way counts as inactive or inconclusive.

SMILES	NPC1 promoter act	ELG1 genotox	Giardia kill	uPA generation	KCNH2 3.1 inh	Rab9 prom act	Coupling enz	Tb PFK inh	Gal4-VP16 FLuc	FLuc modulator	RORgamma inh
CCC(=O)NNC(=S)NC(=O)c1ccc(C)cc1	-5%	10%	14	x	14	-6%	-1	0%	18µM*	-9%	3.2µM*
O=C(Nc1nc2ccccc2s1)Nc1ccc(F)cc1F	1µM*	4.1µM*	8	-1%	19	1.3µM*	0	1%	x	0.85µM*	x
CC(C)Cc1cc(C(=O)Nc2c(F)cc(F)cc2Br)no1	-6%	u	0	1%	-2	3%	0	-1%	2%	u	u
CCc1ccc(C(=O)C(C)OC(=O)Cn2[nH]c(=O)c3ccccc3c2=O)cc1 (centres undefined)	-5%	-2%	-3	16%	-24	0%	x	7%	x	2%	x
COCCCn1c(Cc2csc(Nc3cccc(Cl)c3)n2)nnc1SCC(=O)OC1CCCCC1	-2%	-11%	10	10%	-10	0%	-3	-5%	u	-11%	11µM*
O=C(Cn1cc([N+](=O)[O-])cn1)NCC1CCCO1 (centres undefined)	-1%	1%	5	-3%	-1	-8%	0	-10%	1%	-1%	-6%
Cc1cc(C(=O)CSc2nnnn2-c2ccc(Cl)cc2)c(C)n1CC1CCCO1 (centres undefined)	-3%	13%	-1	-3%	-7	-2%	1	-2%	-13%[0.365 µM]	6%	u
O=C(CSc1ccc2ccccc2n1)NCc1ccc2c(c1)OCO2	-5%	0%	29	1%	21	-7%	1	3%	12%	u	-1%
CCN1CCN(CC2CC3C=CC2C3)CC1 (centres undefined)	0%	1%	-14	0%	8	-3%	-2	-2%	3%	5%	-10%
Cc1ccc(CN2CCN(Cc3cnc(C)[nH]3)CC2CCO)cc1 (centres undefined)	1%	0%	2	1%	5	-9%	1	-5%	6%	0%	-14%
COc1ccc(C(=O)COC(=O)c2cnc(C)cn2)cc1OC	0%	1%	-3	4%	28	-4%	x	-3%	x	4%	x
CC(C)c1ccc(/C=N/N2CCN(c3ccccn3)CC2)cc1	u	3%	8	2%	-6	u	2	-5%	3%	u	33%
O=Nc1c(O)n(Cc2ccccc2)c2ccccc12	3%	-1%	0	4%	-11	1%	7	1%	-12%	-3%	-6%
CN(C)CCCNC(=O)c1ccc(=O)[nH]n1	-1%	0%	-3	-6%	-14	11%	0	1%	-3%	4%	32%
Cc1c(C(=O)NCCSCc2ccc(Cl)cc2Cl)cccc1[N+](=O)[O-]	0%	-12%	-1	5%	x	-17%	0	7%[0.46 µM]	-11%	-2%	-4%
Cc1ccc(NC(=O)CC2NCCN(Cc3ccccc3)C2=O)cc1 (centres undefined)	1%	0%	-4	0%	-3	2%	5	-1%	2%	-1%	18%
CC1CC(=O)Nc2ccccc2N1S(=O)(=O)c1ccc(Cl)cc1 (centres undefined)	-2%	-1%	-3	18%	-31	3%	0	0%	-1%	-1%	0%
COc1ccc(C(=O)OCC(=O)N2CCN(C(=O)c3ccco3)CC2)cc1OC	x	4%	-2	-1%	22	x	x	15%	x	x	x
N#CCCC(CCC#N)C1=NCCc2ccccc21	-6%	1%	8	4%	-8	-1%	2	-3%	6%	2%	0%
O=S(=O)(NCc1ccccn1)c1cc(Cl)ccc1Cl	2%	1%	-16	-3%	10	12%	-19	0%	10µM*	0%	8.9µM*
CSc1nc(-c2ccccc2)ccc1C(N)=O	5%	u	-6	x	x	-1%	5	-5%	3%	u	43%
C=CCn1c(O)c2ccc(C(=O)N=NC(=O)COc3ccccc3F)cc2c1O	-1%	1%	6	1%	7	6%	x	2%	x	0%	x
C/C(=N\Nc1nc(C)cc(-c2ccccc2)n1)c1ccc(F)cc1	1%	-3%	-1	-26%	2	-1%	3	-3%	7.1µM*	u	3.2µM*
CCOC(=O)CSC1=C(C#N)C(c2ccc3c(c2)OCO3)CC(=O)N1 (centres undefined)	x	x	18	-13%	-1	x	5	x	0%	3%	-2%
CC(C)N(C(=O)CSc1nnc(NC(=O)Cc2cccs2)s1)C(C)C	-1%	0%	-19	21%	-1	-4%	1	0%	-14%	-8%	0%

4 entries from above in a different format.
Molecule | NPC1 promoter act | ELG1 genotox | Giardia kill | uPA generation | KCNH2 3.1 inh | Rab9 prom act | Coupling enz | Tb PFK inh | Gal4-VP16 FLuc | FLuc modulator | RORgamma inh
CCC(=O)NNC(=S)NC(=O)c1ccc(C)cc1 | -5% | 10% | 14 | x | 14 | -6% | -1 | 0% | 18µM* | -9% | 3.2µM*
O=C(Nc1nc2ccccc2s1)Nc1ccc(F)cc1F | 1µM* | 4.1µM* | 8 | -1% | 19 | 1.3µM* | 0 | 1% | x | 0.85µM* | x
CC(C)Cc1cc(C(=O)Nc2c(F)cc(F)cc2Br)no1 | -6% | u | 0 | 1% | -2 | 3% | 0 | -1% | 2% | u | u
CCc1ccc(C(=O)C(C)OC(=O)Cn2[nH]c(=O)c3ccccc3c2=O)cc1 (centres undefined) | -5% | -2% | -3 | 16% | -24 | 0% | x | 7% | x | 2% | x

Next part.
SMILES	NPC1 promoter act	ELG1 genotox	Giardia kill	uPA generation	KCNH2 3.1 inh	Rab9 prom act	Coupling enz	Tb PFK inh	Gal4-VP16 FLuc	FLuc modulator	RORgamma inh
COC(=O)c1ccc(/C=N/NC(=S)NCCN2CCOCC2)cc1	-1%	-1%	4	0%	12	-5%	1	-5%	u	1%	u
N/C(=N\OC(=O)c1cccc(Br)c1)c1ccc(Br)cc1	24%	12%	1	-2%	7	11%	0	-2%	2%	u	11%
CC(=O)c1c(C)[nH]c(C(=O)OCCCCN2C(=O)c3ccccc3C2=O)c1C	-31%[inhibitor]	-7%	8	-4%	-3	-28%	-4	0%	8.9µM*	1%	u
CCN(C(=O)CN1C(=O)NC(c2ccccc2)(c2ccc(C)c(C)c2)C1=O)C1CCS(=O)(=O)C1 (centres undefined)	-1%	1%	-8	-3%	-48	-9%	x	10%	x	1%	x
CC(Sc1nc(C(C)(C)C)cc(-c2ccccc2)c1C#N)C(=O)Nc1ccccc1 (centres undefined)	-2%	1%	10	-4%	21	-2%	12	-5%	-9%	3%	-12%
O=S(=O)(c1ccc(-c2ccccc2)cc1)N1CCCCC1	-4%	-7%	-5	7%	6	0%	1	1%	-5%	1%	u
COc1cccc(CNC(=O)CCC2CCCN(C(=O)c3csc(C(C)C)n3)C2)c1 (centres undefined)	-2%	-3%	-1	-2%	11	-1%	3	1%	3%	-12%	u
COc1cc(N=C2C(=O)N3CCCc4cccc2c43)cc(OC)c1	-1%	3%	-16	0%	15	-2%	-2	2%	6%	2%	1%
CO/N=C(\c1nonc1N)N1CCN(c2ccc(Cl)cc2[N+](=O)[O-])CC1	-5%	-11%	-15	-8%	-3	-4%	-2	1%	6%	2%	34%
CN(C)c1ccc(C(c2nnnn2C(C)(C)C)N2CCN(C(=O)c3ccco3)CC2)cc1 (centres undefined)	-3%	2%	-29	1%	-1	-3%	0	-1%	1%	1%	u
COc1ccc(CC(=O)OCC(=O)NCc2ccco2)cc1	-5%	1%	14	-2%	-50	-7%	x	-7%	x	0%	x
CC1CCc2c(sc(NC(=O)c3ccc(Cn4cc(Br)cn4)o3)c2C(N)=O)C1 (centres undefined)	3%	3%	-14	11%	-1	-5%	-1	0%	3%[0.365 µM]	u	8%
CSc1nnc(SCc2nc3sc(C(=O)O)c(C)c3c(=O)[nH]2)s1	-1%	1%	-14	-1%	-5	-2%	7	-13%	-8%	-17%	-3%
CCOC(=O)NC(=O)CSc1nnc(C)s1	-4%	-1%	-12	11%	-79*	-4%	0	-1%	3%	0%	-31%
Cc1ccc(CN2CCN(/N=C/c3sccc3C)CC2)c(C)c1	-3%	-3%	1	0%	4	-13%	2	0%	1%	3%	-12%
Cc1c(C#N)c2ccccc2n1CC(=O)N1CCc2ccccc2C1	-2%	-12%	-6	-9%	-5	-5%	2	-19%	-3%	1%	-15%

Ordered by value in Rab9 prom act (high to low): 3 from the list above.
SMILES | Rab9 prom act
CC(Sc1nc(C(C)(C)C)cc(-c2ccccc2)c1C#N)C(=O)Nc1ccccc1 (centres undefined) | -2%
CO/N=C(\c1nonc1N)N1CCN(c2ccc(Cl)cc2[N+](=O)[O-])CC1 | -4%
COc1ccc(CC(=O)OCC(=O)NCc2ccco2)cc1 | -7%

Compounds were not picked by outcome (roughly 14% active in at least one column).
